DT40 TDP1 CPT: qHTS for Inhibitors of human tyrosyl-DNA phosphodiesterase 1 (TDP1): qHTS in cells in presence of CPT | chicken DT40 Tdp1-/-;hTDP1 cells + 20 nM CPT, ATP luminescence, 48 h | Potency, µM (titrated, usually from 46.2 µM), without a hit: at the top dose activity change, negative = growth inhibition, usual class: inhibitors | 420,000 compounds, 12% hits | AID 686979, 2013; note: nearly all actives have a fitted effect of over 55% in size
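Cell growth measured by CellTiter-Glo luminescence after a minimum 48 h, 37 C compound exposure with 20 nM CPT in Tdp1-knockout DT40 cells stably expressing hTDP1, seeded 400/well; qHTS titration format.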
TDP1 block: qHTS Assay for Inhibitors of Tyrosyl-DNA Phosphodiesterase (TDP1); 350,000 compounds, 0.28% hits; Potency, µM (titrated, usually from 130 µM), for inactives: at the highest dose activity change, negative = inhibition, hits mostly inhibitors; Tyrosyl-DNA phosphodiesterase 1 (Homo sapiens), Q9NUW8; recombinant TDP1, AlphaScreen DNA substrate cleavage; AID 485290, 2010; note: nearly all actives have a fitted effect of over 40% in size
Target sequence (Q9NUW8 whole entry, looked up): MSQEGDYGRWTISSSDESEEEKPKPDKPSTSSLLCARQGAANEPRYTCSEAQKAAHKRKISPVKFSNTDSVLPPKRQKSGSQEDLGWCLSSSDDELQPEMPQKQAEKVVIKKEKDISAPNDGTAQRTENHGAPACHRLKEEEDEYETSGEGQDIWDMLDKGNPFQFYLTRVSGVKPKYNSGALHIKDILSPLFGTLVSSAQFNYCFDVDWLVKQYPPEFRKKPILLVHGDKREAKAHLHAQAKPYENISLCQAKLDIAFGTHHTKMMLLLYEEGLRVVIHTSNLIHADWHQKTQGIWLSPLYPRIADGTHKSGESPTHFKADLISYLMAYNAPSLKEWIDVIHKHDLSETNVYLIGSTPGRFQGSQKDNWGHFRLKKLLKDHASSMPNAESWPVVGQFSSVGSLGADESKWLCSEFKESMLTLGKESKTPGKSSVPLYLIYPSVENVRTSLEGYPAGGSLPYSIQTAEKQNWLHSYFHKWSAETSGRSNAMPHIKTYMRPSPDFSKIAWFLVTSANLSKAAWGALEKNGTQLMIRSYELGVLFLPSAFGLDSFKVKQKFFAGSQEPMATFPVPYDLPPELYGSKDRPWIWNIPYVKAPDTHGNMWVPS
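E. coli-derived human Tdp1, 1 nM final. Cpd preinc 15 min RT; substrate 15 nM final, 5 min RT; AS bead mix 10 ug/ml final, 10 min RT. Signal loss = tyrosine-FITC cleavage. No-enzyme wells = max signal.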
DT40 TDP1 no CPT: qHTS for Inhibitors of human tyrosyl-DNA phosphodiesterase 1 (TDP1): qHTS in cells in absence of CPT. DT40 Tdp1-/- hTDP1 cells, no CPT, ATP luminescence, 48 h. Potency, µM (top dose mostly 46.2 µM), for inactives: at the highest dose activity change, negative = growth inhibition, actives largely listed as inhibitors. 420,000 compounds, 15% hits; note: nearly all actives have a fitted effect of over 55% in size
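Compound effects on proliferation are scored in DT40 Tdp1-/-;hTDP1 cells in the absence of CPT. ATP levels (CellTiter-Glo luminescence) are recorded after a ≥48 hr, 37 °C incubation.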
Active calls of the source: *; ? = inconclusive; . = no result given; & = joins results of further samples; ! = repeats disagree; [ ] = remark or other dose. Calls come from the whole dose curve; as a rule, active = well fitted curve in the direction sought with a large enough effect; inconclusive = small, poorly fitted or top-dose-only effect, or another doubt; inactive = no such curve, though single readings can be large; an effect the other way counts as inactive or inconclusive. % is set by controls: 0 for no effect and ±100 for the full control effect; potency is the fitted concentration of half-maximal effect.

nr	SMILES	DT40 TDP1 CPT	TDP1 block	DT40 TDP1 no CPT
1	COc1ccccc1NS(=O)(=O)c1ccc(C(=O)N2CCCC(C)C2)cc1 (stereo not given)	?	4%	?
2	Cc1ccc(/C=N/Nc2nncc(-c3ccccc3)n2)o1	-5%	1%	?
3	COc1cccc(OC)c1C(=O)Oc1ccc2c(c1)O/C(=C\c1ccncc1)C2=O	18µM*	8%	12µM*
4	CC(NC(=O)C1(c2cccs2)CCOCC1)c1ccccc1 (stereo not given)	-8%&-11%	5%&3%	-25%&6%
5	COC(=O)CSCc1nc(-c2ccc(C(=O)OC)cc2)oc1C	-10%	-1%	0%
6	COc1ccc(Cl)cc1NC(=O)Cn1nnc2sc(-c3ccccc3)cc2c1=O	?	0%	?
7	Cc1cc(NC(=O)CSc2nc3ccccc3c(=O)n2CCCC(=O)NCc2ccccc2)n[nH]1	0%	7%	5%
8	CCOC(=O)c1ccccc1NC(=O)Nc1cc2c(cc1N1CCCCC1)n(C)c(=O)n2C	6%	2%	0%
9	O=C(NCc1ccncc1)c1nc(-c2ccc(C(F)(F)F)cc2)no1	15µM*	-1%	8.2µM*
10	CCOc1ccccc1N1CC(c2nc3ccccc3n2CCCOc2ccccc2OC)CC1=O (stereo not given)	?	-3%	-26%
11	CCc1nnc(NC(=O)CCC(=O)Nc2ccc(C)cc2)s1	1%	1%	3%
12	CSCCC(NC(=O)/C(=C\c1ccc(Cl)cc1)NC(=O)c1ccccc1)C(=O)O (stereo not given)	4%	0%	11%
13	COc1cccc(Oc2c(C)oc3c(CN4CCCC4)c(O)ccc3c2=O)c1	-4%	.	1%
14	CCOC(=O)c1cnc2ccccc2c1Nc1ccc2c(c1)OCCO2	?	-2%	?
15	NC(=O)C(c1ncc(C(F)(F)F)cc1Cl)c1c(Cl)cccc1Cl (stereo not given)	6%	8%	1%

7 compounds already listed, sorted by molar mass, lowest first:
nr	SMILES	DT40 TDP1 CPT	TDP1 block	DT40 TDP1 no CPT
11	CCc1nnc(NC(=O)CCC(=O)Nc2ccc(C)cc2)s1	1%	1%	3%
5	COC(=O)CSCc1nc(-c2ccc(C(=O)OC)cc2)oc1C	-10%	-1%	0%
15	NC(=O)C(c1ncc(C(F)(F)F)cc1Cl)c1c(Cl)cccc1Cl (stereo not given)	6%	8%	1%
3	COc1cccc(OC)c1C(=O)Oc1ccc2c(c1)O/C(=C\c1ccncc1)C2=O	18µM*	8%	12µM*
6	COc1ccc(Cl)cc1NC(=O)Cn1nnc2sc(-c3ccccc3)cc2c1=O	?	0%	?
8	CCOC(=O)c1ccccc1NC(=O)Nc1cc2c(cc1N1CCCCC1)n(C)c(=O)n2C	6%	2%	0%
10	CCOc1ccccc1N1CC(c2nc3ccccc3n2CCCOc2ccccc2OC)CC1=O (stereo not given)	?	-3%	-26%

Molecules shown so far that contain a thiophene ring, fused or not, in the order listed:
nr	SMILES	DT40 TDP1 CPT	TDP1 block	DT40 TDP1 no CPT
4	CC(NC(=O)C1(c2cccs2)CCOCC1)c1ccccc1 (stereo not given)	-8%&-11%	5%&3%	-25%&6%
6	COc1ccc(Cl)cc1NC(=O)Cn1nnc2sc(-c3ccccc3)cc2c1=O	?	0%	?

The results go on.
nr	SMILES	DT40 TDP1 CPT	TDP1 block	DT40 TDP1 no CPT
16	Cc1ccc2nc(SCC(=O)N(C)C3CCS(=O)(=O)C3)[nH]c2c1 (stereo not given)	3%	1%	3%
17	C=CCN(c1ccccc1C(=O)O)S(=O)(=O)/C=C/c1ccccc1	4%	3%	-1%
18	C=CCN1C(=O)/C(=C/c2ccccc2)S/C1=N/c1nccs1	-7%	8%	-15%
19	CCN(CC)c1ccc(/C=N/NC(=S)NC)c(O)c1	0.73µM*	5%	0.52µM*
20	COc1ccccc1-c1csc(C(NC(C)=O)c2ccc(F)c(F)c2)n1 (stereo not given)	?	.	?
21	CCOc1ccc(NC(=O)CCNS(=O)(=O)c2cccc3nonc23)cc1	-26%&3%	9%&0%	-14%&-3%
22	CC(Cc1ccco1)NC(=O)c1ccc(C(F)(F)F)cc1 (stereo not given)	-1%	3%	-20%
23	Cc1ccc(S(=O)(=O)N2[C@@H](c3ccccc3F)C(C(=O)O)=CC[C@H]2c2ccc(Cl)cc2)cc1	-19%	7%	-18%
24	Cc1ccc(C)c(NC(=O)CCc2nc3cccnc3n2Cc2cccs2)c1	18µM*	6%	21µM*
25	CC1=C(C)CC(C(=O)c2ccc(C)cc2)C(C(=O)O)C1 (stereo not given)	1%	5%	-4%
26	CCC(=O)Nc1ccc2c(c1)nc(CCN1CCC(C)CC1)n2C	-10%	.	19%
27	COc1ccc(NC(=O)COC(=O)c2ccc3c(c2)OCCO3)cc1	?	.	?
28	Cc1ccc(C)c(C(=O)NC2CC(C)(C)NC(C)(C)C2)c1	1%	2%	-11%
29	CCOC(=O)c1cc(C(=O)OCC)c2ccccn2c1=O	?	-1%	18µM*
30	COc1cccc(/C=N/NC(=O)c2nnn(-c3nonc3N)c2CN(C)c2ccccc2)c1	-12%	3%	-26%
31	Cc1cccc(C)c1NC1=NC(=S)N(c2ccc(C(=O)O)cc2)C12CCCCC2	3%	0%	15%
32	C/C(=N\NC(=O)c1ccc(O)cc1)c1ccc(NC(=O)Cc2ccccc2)cc1	?	2%	?
33	COc1ccc(NC(=O)NNC(=O)c2cc(C3CC3)nc3ccccc23)c(OC)c1	-16%	3%[56.1 µM]	-24%
34	O=C(CSc1ccc(Cl)cc1)NC1CCCC1	-10%	-1%	-15%
35	COc1ccccc1CCC(=O)OCC(=O)Nc1cccc(S(=O)(=O)N2CCCCC2)c1	-5%	-1%	3%
36	Cc1nn(CCOc2ccccc2)c(=O)n1-c1ccc(Cl)cc1	-11%	1%	-18%
37	CCN(CC)CCn1c(NCc2nc3ccccc3n2Cc2ccccc2)nc2ccccc21	?	7%	?
38	CCN(CC)c1ccc(C(=O)NNC(=O)CN2C(=O)NC3(CCCCC3)C2=O)cc1	-1%	.	0%
39	CCOC(=O)c1cnn(-c2ccc(C(C)C)cc2)c1NC(=O)C1CCC1	?	4%	?
40	COc1cccc(C(=O)NCCS(=O)(=O)N2CCC3(CC2)OCCO3)c1	?	.	4%
41	COc1ccccc1NC(=O)CCn1c(=S)oc2ccccc21	-4%	.	22%
42	COc1cc(OC)nc(Oc2ccccc2C=O)n1	?	.	?
43	CC1Cc2nc(SCC(=O)NCC3CCCO3)n(Cc3ccccc3)c(=O)c2S1 (stereo not given)	1%	2%	-16%
44	O=C(CSc1nnnn1C1CCCCC1)Nc1ccccc1F	3%	-3%	-41%
45	CCn1c(=O)c([N+](=O)[O-])c(NCc2ccco2)c2ccccc21	-2%	2%	-28%
46	COc1ccccc1NS(=O)(=O)c1cccc(C(=O)N/N=C2\CC(=O)CC(C)(C)C2)c1	2%	8%	-14%
47	CCCCN(C)C/C(O)=C(\C#N)c1nc(-c2ccccc2)cs1	?	4%	-15%
48	CCOc1ccc(CNC(=O)CCC(=O)N2CCSc3ccccc32)cc1	-3%&-27%	3%	?
49	COc1ccc(-n2nnc3c(=O)n(CC(=O)Nc4cc(C)on4)cnc32)cc1OC	0%	3%	-11%
50	Cc1ccc(-n2ncc3c2CC(C)(C)CC3NC(=O)CCc2cccnc2)cc1 (stereo not given)	23µM*	2%	16µM*
51	COc1ccc(C(=O)N/N=C\C(C)=C\c2ccccc2)cc1OC	?	.	16µM*
52	CCC1CN(S(=O)(=O)c2cc(-c3onc(C)c3C)ccc2C)c2cc(Cl)ccc2O1 (stereo not given)	15µM*	0%	15µM*
53	CCN(CC)Cc1ccc(Nc2ccnc3cc(Cl)ccc23)cc1O	7.3µM*	3%	6.5µM*
54	Cc1ccc(S(=O)(=O)N2CCN(C(=O)NCc3ccc(F)cc3)CC2)c(C)c1	-17%	.	?
55	O=C(Cn1c(=O)n(Cc2ccccc2)c(=O)c2sc3ccccc3c21)Nc1ccc(F)cc1	15µM*	4%	15µM*
56	Cc1ccc(C2N(c3ccc(Cl)c(Cl)c3)C(=O)C3CCCN32)o1 (stereo not given)	-13%	0%	-3%
57	COc1ccc(CCNc2cc(C)nc3c(-c4ccc(Cl)cc4)c(C)nn23)cc1OC	?	0%	18µM*
58	CCOC(=O)c1cc(S(=O)(=O)N2CCC(C)CC2)cn1C	?	2%	-32%
59	O=C(NC1CCCCC1)c1cnn2c1NC(=C1CC1)C=C2C(F)F	?	.	?
60	Cc1cc(C)cc(C(O)c2ncc(-c3ccccc3)[nH]2)c1 (stereo not given)	-27%	.	-17%
61	Clc1cc(Br)ccc1OCCCn1ccnc1	9%	0%	?
62	CC1(C)C=Cc2cc3ccc(=O)oc3cc2O1	15µM*!	-10%[56.1 µM]	8.2µM*!
63	c1ccc2[nH]c(CSc3ncnc4c3oc3ccccc34)nc2c1	?	6%	?
64	CCNc1ncc2nc(-c3ccc(Cl)cc3)c(=O)n(CCC#N)c2n1	2%	.	0%
65	CCN(c1ccccc1)S(=O)(=O)c1cc(CN2C(=O)c3cccnc3C2=O)ccc1OC	1%	4%	17%
66	NC(=O)CSc1nnnn1-c1cccc(Cl)c1	-28%	5%	0%
67	O=C1C2C3c4ccccc4C(c4ccccc43)C2C(=O)N1Cc1ccccn1 (stereo not given)	23µM*	3%	23µM*
68	COc1cccc(CSc2nc3ccncc3[nH]2)c1	?	.	18µM*
69	O=C(c1ccccc1)c1ccc2cc(O)ccc2c1	-18%	.	?
70	CCN(CC)CCCn1c2c(c(SCC(=O)Nc3nc4ccccc4s3)nc1=O)CCC2	-85%	.	?
71	COc1ccc(CCC(C)NCc2ccccc2OC)cc1 (stereo not given)	26µM*	4%	?
72	O=C1C(=O)N(CCN2CCOCC2)C(c2ccc(Cl)c(Cl)c2)/C1=C(/O)c1ccc2c(c1)OCO2 (stereo not given)	?	4%	-16%
73	Cc1c(C(=O)NCc2ccc(C(C)C)cc2)sc(=O)n1Cc1ccc(S(=O)(=O)N(C)C)cc1	13µM*	.	9.2µM*
74	COc1ccc(Cl)cc1S(=O)(=O)Nc1cccc(-c2ccc(N3CCOCC3)nn2)c1	?	4%	?
75	CN(CC(=O)Nc1ccc(Cl)cc1)CC(=O)Nc1cccc2ccccc12	?	0%	?

(continued)
nr	SMILES	DT40 TDP1 CPT	TDP1 block	DT40 TDP1 no CPT
76	CC(C)Cn1c2c(c(O)c(C(=O)Nc3ccc(F)cc3)c1=O)CCCC2	?	5%	-26%
77	NC(=O)[C@@H]1CC2(CC(c3cccc(NC(=O)CC(c4ccccc4)c4ccccc4)c3)=NO2)CN1C(=O)c1ccc(Cl)cc1 (stereo not given in full)	?	0%	?
78	Cn1nc(-c2ccc(Cl)cc2)c2cc(C(=O)NCCCN3CCOCC3)sc21	16µM*	0%	18µM*
79	CCOC(=O)[C@H]1[C@H]2COc3ccc(OC)cc3[C@@H]2N2C(=O)CN(CC3CCCO3)C(=O)[C@@]12C (stereo not given in full)	8%	0%	0%
80	CC(=O)c1ccc(OCC(=O)Nc2ccc(N3CCCCC3)cc2)cc1	-24%	8%	?
81	Cc1occc1C(=O)N/N=C/c1cnn(C)c1C	0%	-1%	-3%
82	CC(C)=CCCC(C)N(C=O)C(C)CCC=C(C)C (stereo not given)	?	.	?
83	O=C1CCC/C(=N\NC(=O)c2ccc(CSc3cccc4cccnc34)cc2)C1	-9%	9%	-17%
84	CCC(OC(=O)c1nsc(Cl)c1Cl)C(=O)NCc1cccs1 (stereo not given)	-4%	2%	-13%
85	N#CCSc1ncccc1-c1nc2ccccc2[nH]1	-6%	0%	?
86	Cc1ccc(CNC(=O)CN2C(=O)c3ccccc3S2(=O)=O)cc1	-2%	2%	5%
87	COc1ccc(-c2nc3cc([N+](=O)[O-])ccc3o2)cc1	0%	0%	4%
88	COc1ccc(NC(=O)CS(=O)(=O)c2ccc(Br)cc2)cc1	9%	.	5%
89	O=C(CSc1ccc2nnc(-c3ccc(F)cc3)n2n1)NCc1ccco1	-3%	2%	-8%
90	CCCCNC(=S)NCc1ccc2[nH]c3c(c2c1)CCCC3	?	9%	?
91	Cc1ccc2c(c1)-c1c(c(C(=O)N3CCN(c4cc(C)ccc4C)CC3)nn1C)CS2	?	-1%	15µM*

Screen by screen, quoted from above:
Entries 31–41 in DT40 TDP1 no CPT, in turn: 15%, ?, -24%, -15%, 3%, -18%, ?, 0%, ?, 4%, 22%

Bioassay records: PubChem, National Center for Advancing Translational Sciences (NCATS)

Not a hit list; overall some 18% were active at least once.
